High-throughput results deposited in PubChem by The Scripps Research Institute Molecular Screening Center.
M1 ag parental – counter-screen for M1 agonists: effect in parental CHO-K1 cells; activation, % at 3 µM; Fluo-8 calcium fluorescence; scaled to maximal ATP response, vehicle zero; 360,000 tested, 0.48% active; in the data active = activation above about 15%;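 also: untransfected CHO-K1 host cells lacking M1 receptor as counterscreen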
TAAR1 agonist – human TAAR1 agonists, primary screen, Fluo-8 calcium fluorescence, CHO RD-HGA16 cells; AID 624467, 2012; Trace amine-associated receptor 1 (Homo sapiens), Q96RJ0; 360,000 tested, 0.99% active; activation, % at 3 µM; vehicle wells 0%, saturating PEA agonist 100%;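 active = activation above the mean activation of all test compounds in the run plus 3 SD, cut at about 38% in these data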
Target sequence (Q96RJ0 whole entry, looked up): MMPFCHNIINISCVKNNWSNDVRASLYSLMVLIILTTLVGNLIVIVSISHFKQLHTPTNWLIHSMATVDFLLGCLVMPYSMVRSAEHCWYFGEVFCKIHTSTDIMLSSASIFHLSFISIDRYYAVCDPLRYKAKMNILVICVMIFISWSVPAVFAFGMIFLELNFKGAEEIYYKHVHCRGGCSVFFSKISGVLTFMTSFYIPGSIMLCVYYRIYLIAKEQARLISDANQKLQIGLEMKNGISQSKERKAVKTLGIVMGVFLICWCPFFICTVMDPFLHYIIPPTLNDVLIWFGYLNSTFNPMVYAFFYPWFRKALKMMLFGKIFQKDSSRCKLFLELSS
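Test system: RD-HGA16 (CHO) cells co-expressing Gα16 and hTAAR1; dosing: one-point dosing at 3 µM (nominal); timing: 17-24 h seeding, 75 min 37 °C dye, 30 min RT; signal: kinetic Fluo-8 calcium fluorescence; read-out basis: % activation relative to PEA EC100 response; controls: DMSO and PEA EC100; replicates: n 1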
M1 PAM parental – nonselective calcium activators in parental CHO-K1 cells, primary screen, counter-screen for M1 PAM project, cell-based, Fluo-8 calcium fluorescence, full deck, 1536-well; 360,000 tested, 0.02% active; activation, % at 3 µM; ATP EC20; 0% at ATP EC20, 100% at ATP max;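 active = activation above the run cutoff, the mean activation of all test compounds plus 3 SD, cut at about 40% in these data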;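 also: peak over basal fluorescence ratio in a 140 s read after ATP addition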
CHO parental Ca – ATP-evoked calcium signal inhibitors, parental CHO, primary screen, counter-screen for OX1R antagonist project, cell-based, fluorescence, Fluo-8 calcium dye | AID 463079, 2010 | 330,000 tested, 0.63% active | parental CHO-K1, ATP-induced calcium, Fluo-8 fluorescence | inhibition, % at 5.6 µM;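 active = inhibition above that plate's mean sample inhibition plus 3 SD, cut at about 26% in these data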;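 also: 0% = ATP-challenged DMSO wells and 100% = DMSO wells without ATP; some compounds past the cut are filed as inactive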
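Test system: untransfected parental CHO cell line; also added: ATP stimulus; dosing: 5.6 µM, single dose; signal: calcium-sensitive Fluo-8 fluorescence; measure: percent inhibition of ATP-evoked calcium rise, normalized to controls; benchmarks: low control ATP plus DMSO, high control DMSO only; replication: one well per compound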
CHO-K1 Ca antag – M1 antagonist counterscreen hit in parental CHO-K1 cells. 360,000 tested, 0.6% active. AID 602250. ATP-induced calcium, Fluo-8 fluorescence. inhibition, % at 3 µM;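 active = inhibition above a per-plate cutoff, the plate's mean sample inhibition plus 3 SD, cut at about 24% in these data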;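 also: 0% = DMSO plus EC80 ATP and 100% = DMSO alone without ATP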
CHRM1 antagonist – human M1 muscarinic receptor antagonists, primary screen, CHO-K1 cells, Fluo-8 calcium fluorescence, 1536-well; CHO-K1 hM1, ACh EC80 antagonist; Muscarinic acetylcholine receptor M1 (Homo sapiens), P11229; inhibition, % at 3 µM; 360,000 tested, 1.3% active; AID 588852, 2011;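 active = percent inhibition above its own plate's cutoff, namely the mean of that plate's compound wells plus 3 SD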;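 also: peak over basal fluorescence ratio during 140 s after agonist addition; 0% = ACh EC80 plus DMSO and 100% = DMSO alone without agonist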
Target sequence (P11229 whole entry, looked up): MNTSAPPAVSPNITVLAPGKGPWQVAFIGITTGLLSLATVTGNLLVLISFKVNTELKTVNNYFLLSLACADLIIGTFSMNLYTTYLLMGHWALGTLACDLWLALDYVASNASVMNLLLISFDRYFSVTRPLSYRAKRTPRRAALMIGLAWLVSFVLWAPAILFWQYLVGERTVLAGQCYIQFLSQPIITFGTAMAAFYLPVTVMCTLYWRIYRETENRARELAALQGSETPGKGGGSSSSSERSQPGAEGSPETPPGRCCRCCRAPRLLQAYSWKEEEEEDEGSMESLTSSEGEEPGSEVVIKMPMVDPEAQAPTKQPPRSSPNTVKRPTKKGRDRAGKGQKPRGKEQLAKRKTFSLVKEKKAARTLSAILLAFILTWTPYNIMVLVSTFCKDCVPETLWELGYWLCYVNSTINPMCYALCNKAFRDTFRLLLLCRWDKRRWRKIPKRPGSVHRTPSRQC
TAAR1 antagonist – human TAAR1 antagonists, primary screen, Fluo-8 calcium fluorescence, CHO RD-HGA16 cells. AID 624466, 2012. Trace amine-associated receptor 1 (Homo sapiens), Q96RJ0. inhibition, % at 3 µM. 360,000 tested, 1.5% active. antagonist;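 active = inhibition above a per-plate cutoff, the mean inhibition of test compounds on that plate plus 3 SD, cut at about 49% in these data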;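 also: 0% = DMSO plus EC80 beta-PEA response and 100% = DMSO alone without agonist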
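Test system: hTAAR1-expressing CHO RD-HGA16 cells, Gα16-coupled; Probe or stimulus: EC80 β-phenethylamine stimulus; Compound dosing: single nominal final test compound concentration of 3 µM; Timing: 140 s kinetic read after compound, 140 s after agonist; Signal: Fluo-8 calcium-sensitive fluorescence; Measure: % inhibition of agonist calcium response; Controls: DMSO and EC80 PEA controls.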
M1 ag – human M1 muscarinic receptor agonists, primary screen, Fluo-8 calcium fluorescence, CHO-K1 cells, HTS | CHO-K1 hM1, agonist mode; 0% DMSO, 100% acetylcholine EC100 | activation, % at 3 µM | 360,000 tested, 0.33% active | AID 588814, 2011;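 active = activation above the run's mean compound activation plus 3 SD, cut at about 16% in these data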;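 also: peak over basal fluorescence ratio within a 140 s kinetic read after compound addition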
CHRM1 PAM – human M1 muscarinic receptor positive allosteric modulators, primary screen, CHO-K1 cells, Fluo-8 calcium fluorescence, 1536-well; CHO-K1 hM1, ACh EC20; 0% = ACh EC20, 100% = maximal ACh; 360,000 tested, 0.088% active; AID 588819, 2011; activation, % at 3 µM; Muscarinic acetylcholine receptor M1 (Homo sapiens), P11229; in the data active = activation above about 19%, passing the limit was not always enough
An asterisk follows results filed as active; / = not tested or not shown; & = joins results of further samples; ! = a repeat was not active. Rows are unselected, and some 4.4% of all compounds hit somewhere here.

SMILES	M1 ag parental	TAAR1 agonist	M1 PAM parental	CHO parental Ca	CHO-K1 Ca antag	CHRM1 antagonist	TAAR1 antagonist	M1 ag	CHRM1 PAM
CC(=NNc1ccc([N+](=O)[O-])cn1)c1ccccc1	0.9	10	14	/	-10	0	5	-2	1
Cc1cc(C(=O)NN=Cc2ccc(OC(=O)c3ccco3)cc2)c(C)o1	-0.5	0	9	-12	-10	-26	0	0	14
CC(C)NC(=O)c1onc(CSc2ccc(Cl)cc2)c1C(=O)NC(C)C	-1.3	11	18	-16	-18	4	5	-7	1
Nc1c(S(=O)(=O)c2cc(Cl)ccc2Cl)c2nc3ccccc3nc2n1CCN1CCOCC1	0.5	4	14	-20	-14	-9	-5	-2	1
O=C(Cc1ccc(S(=O)(=O)N2CCOCC2)s1)OCc1ccc(Cl)cc1	3.9	-1	7	-14	-16	-3	18	-2	1
COc1ccc(OCC(=O)Nc2ccc(S(=O)(=O)N3CCCCCC3)cc2)cc1	5.5	23	13	-12	-3	-10	31	2	-3
COc1cc2c(cc1OC)CN(C(=O)CCN1C(=O)C3CCCCC3C1=O)CC2 (stereo not given)	0.4	6	-11	-3	-1	-13	3	-1	9
CCOC(=O)Nc1ccc2c(c1)N(C(=O)OCCN(C)C)c1ccccc1CC2	0.9&0.0	2&1	14&0	-16&-5	4&1	31*!	-20&23	-12&-13	-26&-15
CN(C)S(=O)(=O)c1cc(C(=O)O)c(NC2CCCCC2)cc1Cl	0.2	5	27	6	-18	-9	-15	-4	11
CCOc1cccc(C(=O)Nc2ccc3oc(Cc4ccc(Cl)cc4)nc3c2)c1	2.8	5	11	21	5	6	38	0	1
O=C(NCc1ccccc1)C(c1cccs1)N(C(=O)c1csnn1)C1CC1 (stereo not given)	0.9	2	20	-8	-3	-14	-4	-5	13
O=[N+]([O-])c1cc(S(=O)(=O)N2CCCC2)ccc1N/N=C1/CCCc2ccccc21	1.0	7	16	-9	-8	-8	-16	-13	2
CN(C)CC#Cc1cncc(C(=O)NNC(=O)Nc2ccc(Cl)cc2)c1	0.6	3	15	-14	-3	0	-8	-5	8
NC(=O)CSc1ccc(S(=O)(=O)N2CCCCC2)cn1	0.6	5	-16	0	-5	-1	12	-4	0
C=C(C)COc1ccc2c(C)c(CCC(=O)NC3CC3)c(=O)oc2c1	10	3	20	17	-6	5	8	2	-4
O=C(/C=C/c1ccco1)NCc1ccco1	0.3	6	16	-1	-10	-24	-25	-3	12
Cc1ccnc(NS(=O)(=O)c2cccs2)c1	0.4	7	-4	0	-18	-12	-10	-3	6
CCOC(=O)C1CCCN(Cc2nc3ccc([N+](=O)[O-])cc3c(=O)n2-c2ccc(OC)cc2OC)C1 (stereo not given)	1.9	46*	12	-10	-10	51*	69*	54*	-26
COc1ccc(-c2noc(COc3ccc(C)c(C)c3)n2)cc1OC	0.5	7	-2	-24	-2	6	3	-3	2
Cc1cc(O)c(C(C)C)cc1N=Cc1ccccc1O	6.4	2	12	-6	-2	-5	-25	6	9
COc1cccc(NC(=O)C2CC(=O)n3cnnc3S2)c1 (stereo not given)	0.1	1	12	-10	4	-18	-2	-3	1
C=C(C)CNC(=S)NN=C1c2ccccc2-c2ccccc21	0.0	/	11	-29	1	-8	/	-5	3
S=C(NCCc1ccccn1)Nc1ccccc1	0.5	14	8	-12	-13	-12	-3	-5	9
COC(=O)c1c(-c2cccs2)csc1NC(=O)c1cccnc1	1.7	15	12	-29	8	-6	42	-3	3
CCc1nc2c(OCC(=O)C(C)(C)C)cccn2c1N(C)C(=O)c1ccc(C)cc1	0.1	1	10	/	-10	-7	2	-4	-2
CC(=O)NC(CC(=O)O)C(=O)O (stereo not given)	0.9	/	13	-5	-8	-15	/	-5	-3
CN(C)CCCN=c1cc(-c2ccccc2)oc2ccc(Cl)cc12	0.9	4	14	/	-6	-4	12	-4	5
O=C1CCCN1CC(=O)N1CCCC(N2CCN(c3cccc(Cl)c3)CC2)C1 (stereo not given)	0.5	0	2	-12	-3	-5	-19	-4	3
CCN(CC)c1ccc(/C=N/NC(=O)c2c(-c3ccccc3)noc2C)cc1	0.6	0	15	-17	-13	-2	12	-9	0
O=C(/C=C/c1ccccc1)COC(=O)c1ccccc1	0.2	1	4	/	-5	-11	-2	-1	13
O=[N+]([O-])c1ccc(-c2cc(-c3ccncc3)nc3ccc4ccccc4c23)cc1	0.5	5	18	/	-26	-13	1	-2	1
COc1ccc(NS(=O)(=O)/C=C/c2ccc(OC)c(OC)c2)cc1	1.9	8	7	0	-3	-9	10	1	2
O=C1CC(N2CCN(c3ccccc3)CC2)C(=O)N1c1cccc(Br)c1 (stereo not given)	1.3	1	17	-14	-6	-17	-5	-2	18
COc1cc(Cl)c(C)cc1NC(=O)CN1C(=O)C2CC=CCC2C1=O (stereo not given)	0.0	5	3	-15	12	-5	-3	-3	12
C=CCOC(=O)C(=O)/C=C/c1coc2ccccc2c1=O	3.1	53*	12	5	-11	-1	16	3	12
CC(C)[C@@H](N)C(=O)NC[C@H]1O[C@@H](n2cnc3c(=O)[nH]c(N)nc32)[C@H](O)[C@@H]1O	0.4	1	11	/	-17	-23	-17	-2	2
CCN1C(=O)[C@H]2[C@H]3CN=C(SCc4ccc(C(=O)OC)cc4)N3[C@@](C)(C(=O)OC)[C@H]2C1=O	0.7	0	-1	-8	-3	2	10	-4	-1
Brc1ccc(-c2cn3c(n2)SCC3)cc1	1.9	3	13	-9	-3	-1	-1	-8	5
CCOC(=O)c1cc(NC(=O)NCc2ccco2)c(C)nc1C	0.3	0	16	0	-2	-10	-11	-3	5
COc1ccc(-n2cnnc2SCC(=O)NC2CCCCC2)cc1	-0.2	0	14	-11	-4	-8	-11	-2	6
COc1ccc2nc3ccccc3nc2c1NC(=O)c1ccc(Cl)cc1Cl	0.3	1	23	-17	-5	6	9	-4	-2
Cc1ccc(N2C(=O)NC(NC(=O)C(C)(C)C)(C(F)(F)F)C2=O)cc1 (stereo not given)	3.6	-1	21	-16	-13	-14	-6	-4	12
Nc1nnnn1/N=C/c1ccc(F)cc1	0.3	2	-3	13	-12	-11	2	-2	6
O=C(Cn1cnc([N+](=O)[O-])n1)N/N=C/c1cccc(Cl)c1	0.3	14	9	0	0	-6	-8	-1	12
CCOc1cc(C(N)=O)cc(Cl)c1OCc1ccccc1	0.5	11	5	-8	-20	-15	-15	-2	12

The last 2 records of the section before come first, to join the parts:
SMILES	M1 ag parental	TAAR1 agonist	M1 PAM parental	CHO parental Ca	CHO-K1 Ca antag	CHRM1 antagonist	TAAR1 antagonist	M1 ag	CHRM1 PAM
O=C(Cn1cnc([N+](=O)[O-])n1)N/N=C/c1cccc(Cl)c1	0.3	14	9	0	0	-6	-8	-1	12
CCOc1cc(C(N)=O)cc(Cl)c1OCc1ccccc1	0.5	11	5	-8	-20	-15	-15	-2	12
COc1ccc(CCN(C(=O)C(F)(F)F)C(C(=O)NC2CCCCC2)c2cccs2)cc1 (stereo not given)	1.3	20	29	-21	0	14	9	-9	-27
Cc1ccc(S(=O)(=O)N2CCN(S(=O)(=O)c3ccccc3)C2)cc1	0.6	1	25	/	-19	6	6	-4	-5
COc1ccc(C(=O)OCC(=O)c2ccc(Br)s2)c(OC)c1	0.3	1	-5	1	1	2	-1	-5	2
CCOc1ccccc1-n1nnnc1SCC(=O)NC(=O)Cc1ccccc1	1.0	1	12	/	-8	-16	-8	-3	13
CCNNC(=O)C(O)(c1cccc(C)c1)c1cccc(C)c1	0.7	-1	16	-6	1	-7	0	-6	7
Cc1cc2oc(=O)cc(CN3CCCC3)c2cc1C	0.1	-1	11	/	2	-6	-2	-6	8
CCN(C(=O)COc1nc(C)cc(C)c1C#N)c1ccccc1	0.4	6	9	-17	14	-11	9	-1	12
CCN(CC)S(=O)(=O)c1cc(C(=O)Nc2nncs2)c(Cl)cc1Cl	0.4	10	-7	-14	9	7	2	-3	3
Cc1cc2ccc(C)c(C)c2nc1SCC#N	0.8	14	4	-16	0	3	-9	-3	1
O=C(O)C1C2C=CC(C2)C1C(=O)NCCc1ccncc1 (stereo not given)	0.8	36	-5	1	-4	-1	-3	-3	4
Cc1cc([N+](=O)[O-])nn1CCCC(=O)Nc1cccc(Cl)c1Cl	7.9	0	20	-12	-3	-12	4	-4	4
CCOc1ccc(C(=O)OCC(=O)NCCNC(=O)COC(=O)c2ccc(OCC)cc2)cc1	-0.1	-1	-20	-2	13	2	-11	-1	14
O=C(NCc1cccs1)c1ccc(Cl)c(S(=O)(=O)N2CCCC2)c1	4.8	0	-7	-8	-18	-6	11	-3	4
CCOC(=O)[C@]12CCC=C1N(Cc1ccc(Cl)cc1Cl)C(=O)[C@H](CC(=O)NCc1cccs1)C2	1.0	-2	20	/	-18	/	-22	/	/
COc1cc(NC(=O)NCCN2CCN(c3ccc(Cl)cc3)CC2)ccc1C	4.3	48*	15	14	-3	-2	36	11	3
Cc1cn2c(=O)c(C(=O)N3CCN(c4ccccc4)CC3)cnc2s1	0.9	5	6	-10	-9	-15	-15	-1	9
Cc1ccc(N(C)C(=O)C2CCN(S(=O)(=O)c3ccc4c(c3)oc(=O)n4C)CC2)cc1	5.6	1	15	-1	8	-7	-14	1	6
COC(=O)[C@H](CC(C)C)NC(=O)N1CCCCC1C (stereo not given in full)	0.9	1	14	-1	-11	-21	5	-2	18
Cn1c(SCC(=O)Nc2nccs2)nnc1C1CC1	1.7	1	27	-2	-14	-18	-7	-3	11
CCn1c(SCC(=O)Nc2ccc3c(c2)oc2ccccc23)nnc1-c1ccc(N)cc1	-0.1	6	-3	-3	-3	-2	0	-2	8
COC(=O)c1ccc(Cl)c(NC(=O)NC23CC4CC(CC(C4)C2)C3)c1	0.9	1	1	-2	-2	2	38	-3	0
CSCC[C@H](NC(=O)c1ccc2c(c1)OCO2)c1nnc2ccccn12	-0.4	1	24	-12	5	2	-27	1	11
O=C1ON=C(c2ccccc2)/C1=C\c1ccco1	0.8	5	14	-2	-5	-10	-4	-1	10
COc1ccc(CC(=O)Nc2ccc(-c3nnc(-c4ccccc4)o3)cc2)cc1OC	5.1	/	17	-11	-1	0	/	-3	0
